Assay outcomes as filed in PubChem.
Bim-Bcl-B: inhibitors of Bim-Bcl-B interaction, human; inhibition, % at 10 µM; hit rate 0.073% among 190,000; bead-based flow cytometry, Bim peptide-Bcl-B binding;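 note: 0% = tracer peptide without compound and 100% = reference inhibitor peptide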
Target sequence (Q9HD36 whole entry, looked up): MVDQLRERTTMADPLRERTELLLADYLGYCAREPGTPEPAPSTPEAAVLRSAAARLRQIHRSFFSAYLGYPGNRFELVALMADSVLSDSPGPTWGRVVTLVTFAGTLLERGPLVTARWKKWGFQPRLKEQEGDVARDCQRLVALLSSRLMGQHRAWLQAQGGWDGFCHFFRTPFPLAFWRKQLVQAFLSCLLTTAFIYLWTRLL
RGS7-Gao reg: human RGS7-Galphao interaction regulation. P09471. hit rate 0.35% among 220,000. Multiplexed bead flow cytometry, RGS7-Galphao binding; actives lie on both sides. binding response (% of control), % at 10 µM; in the data active = binding response below about 49% or above about 150%; inconclusive = no clear call, values can overlap the other calls; inactive = in between;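 note: fluorescent Galphao held in activated GDP-AlF4 state binding bead-coupled RGS7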
RGS8-Gao reg: human RGS8-Galphao interaction regulation; AID 1423; multiplexed bead flow cytometry, RGS8-Galphao binding; actives lie on both sides; hit rate 0.34% among 220,000; response (percent of control binding), % at 10 µM; P09471; in the data active = response below about 60% or above about 140%; inactive = in between;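 note: Galphao activated as the GDP aluminium fluoride complex binding bead-coupled RGS8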
Bcl-W Bim block: disrupts Bim peptide binding to human Bcl-W; Q92843; bead-based flow cytometry; inhibition, % at 10 µM; hit rate 0.02% among 190,000; AID 952;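 note: 0% = bound tracer without compound and 100% = peptide blocker; higher means less fluorescent Bim peptide bound to Bcl-W beads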
Target sequence (Q92843 whole entry, looked up): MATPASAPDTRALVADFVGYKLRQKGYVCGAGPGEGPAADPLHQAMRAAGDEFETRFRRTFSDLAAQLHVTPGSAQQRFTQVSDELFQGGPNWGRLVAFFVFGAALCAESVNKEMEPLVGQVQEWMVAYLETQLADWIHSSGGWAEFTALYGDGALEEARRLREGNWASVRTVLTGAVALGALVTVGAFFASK
Mcl1 Bid PPI: Mcl-1/Bid interaction inhibition; Q07820; TR-FRET Mcl-1/Bid-Dy647 peptide binding, 1536-well; inhibition, % at 21.7 µM; hit rate 0.97% among 220,000; AID 1021;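 active = compounds that cut the binding signal by more than half at the single screening dose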;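 note: His-tagged Mcl-1 with europium anti-His antibody binding Bid BH3 peptide; 0% = Mcl-1 plus peptide wells and 100% = peptide-only wells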
Target sequence (Q07820 whole entry, looked up): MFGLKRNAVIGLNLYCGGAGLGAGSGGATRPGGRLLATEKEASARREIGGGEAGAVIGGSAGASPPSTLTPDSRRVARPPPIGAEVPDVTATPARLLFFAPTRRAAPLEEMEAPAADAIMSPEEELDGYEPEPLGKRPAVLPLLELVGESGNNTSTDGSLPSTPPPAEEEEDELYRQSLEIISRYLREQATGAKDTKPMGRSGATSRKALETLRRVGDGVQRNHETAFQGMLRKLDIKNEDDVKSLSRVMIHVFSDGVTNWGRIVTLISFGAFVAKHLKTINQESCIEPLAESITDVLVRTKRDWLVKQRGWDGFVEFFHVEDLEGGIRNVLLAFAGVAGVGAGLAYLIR
Mcl-1 Bim block: disrupts Bim peptide binding to human Mcl-1. Q07820. Bead-based flow cytometry, Bim peptide-Mcl-1 binding. inhibition, % at 10 µM. hit rate 0.1% among 190,000;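 note: 0% = no compound tracer wells and 100% = peptide blocker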
RGS4-Gao reg: modulates binding of RGS4 to human Galphao; Multiplexed bead flow cytometry; actives lie on both sides; hit rate 0.33% among 220,000; AID 1415; P09471; binding response (% of control), % at 10 µM; in the data active = binding response below about 49% or above about 150%; inactive = in between;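 note: fluorescent Galphao activated with aluminum fluoride binding bead-coupled RGS4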
Bim-Bfl-1: disrupts Bim binding to human Bfl-1. inhibition, % at 10 µM. Bead-based flow cytometry, Bim-Bfl-1 binding inhibition. Q16548. AID 1008. hit rate 0.12% among 190,000;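 note: 0% = wells without compound plus tracer and 100% = blocker peptide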
Bim-Bcl-XL: human Bim-Bcl-XL interaction inhibition | Bim peptide-Bcl-XL binding, bead flow cytometry, fluorescence | inhibition, % at 10 µM | hit rate 0.04% among 190,000
GSH bead fluor: compound fluoresces at 488/530 nm on GSH beads; AID 1776; GSH beads flow cytometry, compound fluorescence 488/530 nm; stronger effect = higher value; fluorescence (KMESF) at 10 µM; hit rate 0.25% among 190,000; in the data active = fluorescence above about 89;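 note: glutathione beads carrying GST-tagged Bcl family fusion proteins plus one bare bead set; values are compound well signal with DMSO vehicle wells as background; inactives centre near 16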
Bim-Bcl-2: inhibitors of Bim-Bcl-2 interaction, human; inhibition, % at 10 µM; Bead-based flow cytometry, Bim peptide-Bcl-2 binding; P10415; hit rate 0.06% among 190,000; AID 950; in the data active = inhibition above about 40%; inconclusive = no clear call, values can overlap the other calls;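 note: 0% = no compound wells with probe peptide and 100% = reference peptide inhibitor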
Target sequence (P10415 whole entry, looked up): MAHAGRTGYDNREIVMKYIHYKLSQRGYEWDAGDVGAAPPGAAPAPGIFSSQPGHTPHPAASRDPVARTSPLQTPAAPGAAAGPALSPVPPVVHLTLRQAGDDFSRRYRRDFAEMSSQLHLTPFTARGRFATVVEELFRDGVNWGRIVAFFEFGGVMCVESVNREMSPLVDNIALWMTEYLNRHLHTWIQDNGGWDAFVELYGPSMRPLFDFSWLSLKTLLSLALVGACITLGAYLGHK
The depositor's hits bear a star; ? = inconclusive; / = not tested or not shown; [ ] = remark or other dose. Cut-off read from the data, not from the text of the source, unless noted: active = inhibition above about 40%.

SMILES	Bim-Bcl-B	RGS7-Gao reg	RGS8-Gao reg	Bcl-W Bim block	Mcl1 Bid PPI	Mcl-1 Bim block	RGS4-Gao reg	Bim-Bfl-1	Bim-Bcl-XL	GSH bead fluor	Bim-Bcl-2
CCOc1cc(CNCCO)cc(Br)c1OCc1ccccc1Cl	0	101	105	-4	-3	-2	95	-6	-2	4	-7
CCOC(=O)c1ccc(N=c2sc(C(=O)OC)cc(=O)n2Cc2ccc3c(c2)OCO3)cc1	-4	101	98	0	-13	-1	99	-11	-1	18	-7
Cc1nnsc1C(=O)NNS(=O)(=O)c1ccccc1	1	99	97	0	-12	-1	98	-1	0	18	-1
CCCCNS(=O)(=O)C1CCS(=O)(=O)C1 (stereo not drawn)	-6	90	97	0	1	1	98	-9	-1	39	-5
COc1ccc(CN(CC(=O)NCC2CCCO2)C(=O)CCC(=O)Nc2cc(C)on2)cc1 (stereo not drawn)	-6	88	94	-5	-5	-2	91	-8	-5	15	-8
CCOc1cc(S(=O)(=O)n2cc(-c3ccc(F)cc3)c(N)n2)cc(OCC)c1OCC	-8	100	98	2	-17	-5	100	-12	-3	38	-10
O=C(O)c1ccccc1NCCO	-5	97	100	0	-26	-5	98	-4	-3	20	-1
COc1cccc2cc(S(=O)(=O)c3ccc(C)cc3)/c(=N/NS(=O)(=O)c3ccc(C)cc3)oc12	-4	104	105	-2	-10	0	103	-8	-1	11	-2
O=C(CN1C(=O)CCS(=O)(=O)c2ccccc21)NCc1ccccc1	3	99	97	12	-3	18	102	4	1	9	3
COc1ccc(NC(=O)CC2C(=O)N(c3cccc(OC)c3)C(=O)N2CCC(C)C)cc1 (stereo not drawn)	0	96	99	6	-30	4	95	-6	-1	7	-4
Cc1ccc(OCC(=O)NN2C(=O)c3ccccc3C2=O)c(C)c1	-8	92	98	0	-9	-5	97	-17	0	29	-4
O=S(=O)(c1ccc(F)cc1)N1CCN(c2ccccc2)CC1	-5	100	104	2	-20	0	102	-9	-4	45	-6
O=C(CC(c1ccccc1)c1ccccc1)NCc1cccnc1	0	97	100	0	1	0	98	0	-2	20	0
C/C(=C\C(=S)Nc1ccccc1)Nc1ccc2ccccc2c1	-17	99	97	-5	-15	-4	98	-9	-4	13	-3
O=C(CN1C(=O)C2(OCCO2)c2ccccc21)c1ccc(Br)cc1	-10	103	103	-4	-34	-4	105	-21	-8	34	-11
O=C(CSC1=NCCS1)Nc1ccc2ccccc2c1	-5	83	92	-2	-10	1	86	-2	-1	10	-2
CCC(=O)N1CCc2cc(S(=O)(=O)NC(C(=O)Nc3cccc(C)n3)C(C)C)ccc21 (stereo not drawn)	-8	102	101	-1	4	-4	100	-19	-5	32	-12
COc1ccccc1CNC(=O)C(Cc1c[nH]c2ccccc12)NC(=O)OCc1ccccc1 (stereo not drawn)	0	103	99	1	-48	0	97	3	-1	6	0
O=C(Cc1ccccc1)N1CCC(c2nc(-c3ccc(F)cc3)no2)CC1	0	103	99	-1	-18	-3	101	0	0	25	-3
O=C1c2cccc3c(O)ccc(c23)C(=O)N1Cc1ccccc1	/	164*[activator]	116	/	1	/	181*[activator]	/	/	162*	?
CC(=O)Nc1ccc(NC(=O)CSc2nnc(-c3ccccc3)n2Cc2ccc3c(c2)OCO3)cc1	-3	86	92	0	-31	0	84	0	0	11	0
CC(C)NC(=O)c1ccc(OC2CSC2)cc1	-9	96	99	-2	-49	-5	99	-21	-8	26	-12
CC1=NOC(=O)/C1=C/c1ccc(N(C)C)cc1	-5	102	100	-1	-32	-2	101	-14	-3	34	-8
CC(=O)NCC(=O)OCN1C(=O)c2ccccc2C1=O	-7	103	102	-6	7	-8	102	-1	-8	13	-8
O=c1c2c(nc3cc(-c4cccc(Cl)c4)[nH]n13)CCCC2	0	102	100	1	-15	3	98	-2	-1	10	1
COc1ccc(N2C(=O)C3CC(C)=C(C)CC3C2=O)c(OC)c1 (stereo not drawn)	-1	100	100	2	-25	0	103	-2	4	9	-3
CC(C)(C)C(=O)C[n+]1cccc(C(N)=O)c1	-2	101	101	0	-16	-1	101	-4	-3	8	-2
N/C(=N/OCc1cccc([N+](=O)[O-])c1)c1nonc1N	-4	105	107	-2	1	-3	112	-1	-4	10	-6
CC1(C)Cc2cccc(OCC(=O)O)c2O1	-2	93	80	-2	-2	-4	95	-3	-3	18	-2
CCn1c(C(c2ccccc2)c2ccccc2)n[nH]c1=S	-6	107	98	0	-66	0	98	1	0	10	0
O=C(Nc1ccon1)C1CCN(S(=O)(=O)c2cccs2)CC1	-7	106	105	0	4	0	105	-13	-4	24	-10
COC(=O)c1ccc(COC(=O)CNC(=O)c2ccco2)cc1	-6	100	99	0	-11	0	97	-10	-16	64	-9
O=C(O)CCn1nnc(-c2ccccc2)n1	-3	104	103	-1	-5	-1	101	-7	-2	11	-2
C/C=C/C(=O)OCC(=O)NC(=O)NC(C)C	-4	99	98	4	-36	0	98	-5	-3	8	2
COc1c(S(=O)(=O)NCCN2CCOCC2)ccc(Cl)c1Cl	-7	101	99	0	7	-1	103	-6	-2	50	-2
CC(=O)c1cn(CC(=O)Nc2c(C)cccc2C)c2ccccc12	0	98	101	0	-25	4	96	-2	0	10	4
O=C(c1cccc(C(F)(F)F)c1)N1CCC(O)(CS(=O)(=O)Cc2ccccc2)CC1	-2	96	100	1	-3	0	94	0	0	19	0
O=C(Cc1ccc(-c2ccccc2)cc1)NCCN1CCOCC1	-7	101	103	-8	7	-5	103	-4	-9	15	-3
Nc1nonc1C(=O)N/N=C/c1cccc([N+](=O)[O-])c1	-5	102	103	-4	-2	0	104	-19	-5	9	-11
N#CCCSc1ccccc1NC(=O)c1ccc(S(=O)(=O)N2CCCC2)cc1	-23	112	88	-2	-14	-3	97	19	-7	13	1
COC(=O)C1=C(C)OC(N)=C(C#N)C1c1cc(OC)c(OCC(N)=O)cc1Cl (stereo not drawn)	-5	104	99	-2	-34	1	100	-10	-1	5	-1
COc1cc(NC(=O)C(C)Oc2ccccc2)cc(OC)c1 (stereo not drawn)	-3	89	81	-4	-7	-4	87	0	-3	18	0
COc1ccc(-c2cn3cc(C(F)(F)F)cc(Cl)c3n2)cc1	0	?	97	2	-30	2	97	-5	0	17	-2
Cc1ccc(OCc2nnc(SCc3ccc(C#N)cc3)n2-c2ccc(C)cc2)cc1	-9	101	104	-1	-3	0	101	-11	-3	13	-13
O=C(C1CCN(S(=O)(=O)N2CCCC2)CC1)N1CCCCC1	-9	103	102	-2	-5	-3	102	-14	-2	30	-9
C/C(CC1(O)C(=O)N(C)c2ccccc21)=N\O (stereo not drawn)	2	104	102	2	-32	1	99	2	2	14	5
CCN(CCCNC(=O)c1ccc(N2CCCC2=O)cc1)c1cccc(C)c1	-8	102	101	1	-38	0	104	-3	-3	16	-4
CCCNC(=O)c1nn2cc(Br)cnc2c1Br	-3	99	99	-3	-33	4	99	-5	-1	11	-2
Cc1ccc2nc(NC3=NC(CC(=O)O)C(=O)N3)nc(C)c2c1 (stereo not drawn)	-3	?	104	-3	-17	-2	103	-5	0	12	-7
CN(C)c1cc(NC(=O)CNC(C)(C)CC(C)(C)C)c2ccccc2n1	-1	?	102	-2	-2	-3	102	-2	-1	14	-3
COc1ccc(Nc2oc(COc3ccccc3F)nc2C#N)cc1	-8	103	102	0	16	8	101	-5	-5	24	-7
Cc1cccc(OCc2nnc(SCC(=O)N3CCN(c4ccccc4)CC3)o2)c1C	-2	101	100	-1	-5	0	103	-2	-3	14	4
CC12CCC(C(=O)N(c3ccccc3Cl)C1=O)C2(C)C (stereo not drawn)	-6	99	101	-1	-11	-2	100	-15	-7	12	-13
CC(C)NC(=O)NC(=O)COc1ccc(Br)cc1Br	-5	109	105	-4	-18	-6	105	-2	-5	6	-2
Cc1ccc(S(=O)(=O)n2nc(-c3ccco3)nc2N)cc1	-2	101	98	-2	-8	-6	92	2	-5	13	-4
CCc1cccc(C)c1NC(=S)NCC(c1cccnc1)N1CCOCC1 (stereo not drawn)	-8	102	98	-5	-76	-5	98	-9	-7	16	-9
Cc1ccc(SCCCn2cnc3ccccc3c2=O)cc1	-1	101	102	-1	-14	-2	101	-2	-1	20	-3
CCOC(=O)C1=NN(c2ccc(C)cc2)CC1C(=O)OC (stereo not drawn)	-4	97	102	-3	-56	-1	99	0	-3	11	0
Cc1ccccc1-n1nc2c(c1NC(=O)/C=C\c1ccc3c(c1)OCO3)CSC2	-4	95	100	0	4	0	96	2	-2	16	1
Nn1c(=O)[nH]c2c([nH]c3ccccc32)c1=O	-6	104	106	0	-32	0	106	-3	-1	10	-1

One compound at a time (already shown):
O=C(C1CCN(S(=O)(=O)N2CCCC2)CC1)N1CCCCC1 is listed with Bim-Bcl-B: -9; RGS7-Gao reg: 103; RGS8-Gao reg: 102; Bcl-W Bim block: -2; Mcl1 Bid PPI: -5; Mcl-1 Bim block: -3; RGS4-Gao reg: 102; Bim-Bfl-1: -14; Bim-Bcl-XL: -2; GSH bead fluor: 30; Bim-Bcl-2: -9
Cc1ccccc1-n1nc2c(c1NC(=O)/C=C\c1ccc3c(c1)OCO3)CSC2 is listed with Bim-Bcl-B: -4; RGS7-Gao reg: 95; RGS8-Gao reg: 100; Bcl-W Bim block: 0; Mcl1 Bid PPI: 4; Mcl-1 Bim block: 0; RGS4-Gao reg: 96; Bim-Bfl-1: 2; Bim-Bcl-XL: -2; GSH bead fluor: 16; Bim-Bcl-2: 1

Next structures
SMILES	Bim-Bcl-B	RGS7-Gao reg	RGS8-Gao reg	Bcl-W Bim block	Mcl1 Bid PPI	Mcl-1 Bim block	RGS4-Gao reg	Bim-Bfl-1	Bim-Bcl-XL	GSH bead fluor	Bim-Bcl-2
CC(/C=N/NC(=O)C(O)c1ccccc1)=C\c1ccccc1 (stereo not drawn)	-5	97	100	-1	-21	0	100	-12	6	34	-14
CCC(C)[C@H](NC(=O)NCc1cccc(OC)c1)C(=O)O (stereo partly drawn)	-9	91	93	-1	2	0	85	-11	3	36	-6
Cc1cc(NC(=O)c2cc3nc(C4CC4)cc(C(F)(F)F)n3n2)no1	-4	98	100	-1	-24	-3	98	1	-1	27	-1
O=C(O)CCC(=O)N1CCOc2ccc(Cl)cc21	-2	106	104	0	-19	5	107	-10	-2	3	-2
O=C(NCCc1ccccn1)c1cc(-c2ccc(Cl)cc2)nc2ccccc12	-7	101	100	-2	16	-3	102	-3	-6	11	-2
Cc1cccc2nc(Cn3c(=O)n(CCC(=O)NCc4ccco4)c(=O)c4sccc43)cc(=O)n12	-10	99	102	-1	-5	-2	107	-12	-5	35	-7
CC(=O)OCC(OC(C)=O)C(OC(C)=O)C(OC(C)=O)C(=O)Nc1ccccc1 (stereo not drawn)	3	99	106	4	-12	3	99	-1	-2	9	1
COc1ccc(Br)cc1/C=C/C(=O)Nc1ccc2ccccc2c1	-3	98	72	0	-25	-2	93	0	-3	8	-2
CN(CCOCCOc1ccc2ccccc2c1)Cc1ccccc1	-3	108	103	-4	-30	-6	108	-1	-4	25	0
COc1cccc(-c2noc(C3CCCN(S(=O)(=O)c4cccc(Cl)c4C)C3)n2)c1 (stereo not drawn)	-1	102	102	0	-8	-2	106	-2	0	10	-3
COc1ccc(NCC(=O)N/N=C(\C)c2cc3ccccc3o2)cc1	-5	94	98	-1	-45	0	95	-3	-1	13	-1
